Bioassay records (PubChem)
PglD inh: PglD (C. jejuni) enzyme inhibition; 360,000 compounds, 0.098% hits; purified PglD enzyme, DTNB colorimetric CoA detection; AID 602405; inhibition, % at 12.5 µM; in the data active means inhibition above about 16%, passing the limit was not always enough; further: strong numbers were not always called active
E-sel inducer: induces E-selectin expression in human endothelial cells; AID 686992; activation, % at 7.58 µM; HUVEC E-selectin immunofluorescence imaging; normalized: neutral wells 0, TNF-alpha wells 100; 260,000 compounds, 0.37% hits;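 active means mean E-selectin-positive cell signal at least 10% of the positive control, reached in at least 60% of replicates, without over 20% cell loss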;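 further: in these data hits start at about 27%; measured in HUVEC primary endothelial cells; signal is the percent of cells scored E-selectin positive by PE staining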
Target sequence (P16581 whole entry, looked up): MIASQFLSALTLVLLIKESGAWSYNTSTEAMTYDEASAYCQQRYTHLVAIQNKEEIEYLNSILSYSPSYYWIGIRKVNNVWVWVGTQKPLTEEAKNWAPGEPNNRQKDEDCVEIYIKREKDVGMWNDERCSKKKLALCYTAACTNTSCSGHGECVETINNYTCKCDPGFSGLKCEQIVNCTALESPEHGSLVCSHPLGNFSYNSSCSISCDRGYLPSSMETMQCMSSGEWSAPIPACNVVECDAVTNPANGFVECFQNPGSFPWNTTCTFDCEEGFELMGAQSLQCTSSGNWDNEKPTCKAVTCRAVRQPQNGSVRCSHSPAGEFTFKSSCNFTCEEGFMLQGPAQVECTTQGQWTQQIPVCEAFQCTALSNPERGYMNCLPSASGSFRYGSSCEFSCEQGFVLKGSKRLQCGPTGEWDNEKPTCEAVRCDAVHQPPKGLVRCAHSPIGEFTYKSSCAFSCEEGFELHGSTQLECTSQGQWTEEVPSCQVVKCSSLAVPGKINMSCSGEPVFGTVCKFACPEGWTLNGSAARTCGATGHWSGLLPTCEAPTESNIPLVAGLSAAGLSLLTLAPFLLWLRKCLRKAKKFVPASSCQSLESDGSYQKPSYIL
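Assay system: HUVEC primary endothelial cells. Input: 3,000 HUVEC seeded per well. Doses: one compound dose added by pin transfer. Read-out basis: % PE-positive cells. Benchmarks: TNF-alpha high, DMSO low. Detection: immunofluorescence imaging. Buffer or medium: EGM-2, gelatin.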
ERAP1 HTS inh: blocks human ERAP1 aminopeptidase activity; Q9NZ08; recombinant ERAP1, Leu-AMC fluorescence, 60 min; inhibition, % at 10.7 µM; 340,000 compounds, 0.15% hits;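 active means mean replicate inhibition of at least 30%, or all replicates individually reaching that 30% level; inactive means mean below 30% and not every replicate reaching it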;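 further: 0% = neutral control wells and 100% = L-leucinethiol positive control wells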
miR122 inh: inhibitors of miR-122 in Huh7 cells; Huh7 miR-122 Renilla luciferase sensor, 48 h; neutral wells = 0, positive control = 100; activation (reporter increase), % at 12.5 µM; 340,000 compounds, 0.3% hits;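 active means mean replicate activation score at least 90 and every replicate individually at or above 90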;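 further: higher luciferase means less miR-122 activity so hits act as miR-122 inhibitors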
RAD52 inh: inhibitors of human RAD52 DNA annealing. P43351. recombinant RAD52 DNA annealing, FRET fluorescence. inhibition, % at 18.7 µM. 360,000 compounds, 0.46% hits. AID 651710;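 active means every replicate showing at least 50% inhibition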
Target sequence (P43351 whole entry, looked up): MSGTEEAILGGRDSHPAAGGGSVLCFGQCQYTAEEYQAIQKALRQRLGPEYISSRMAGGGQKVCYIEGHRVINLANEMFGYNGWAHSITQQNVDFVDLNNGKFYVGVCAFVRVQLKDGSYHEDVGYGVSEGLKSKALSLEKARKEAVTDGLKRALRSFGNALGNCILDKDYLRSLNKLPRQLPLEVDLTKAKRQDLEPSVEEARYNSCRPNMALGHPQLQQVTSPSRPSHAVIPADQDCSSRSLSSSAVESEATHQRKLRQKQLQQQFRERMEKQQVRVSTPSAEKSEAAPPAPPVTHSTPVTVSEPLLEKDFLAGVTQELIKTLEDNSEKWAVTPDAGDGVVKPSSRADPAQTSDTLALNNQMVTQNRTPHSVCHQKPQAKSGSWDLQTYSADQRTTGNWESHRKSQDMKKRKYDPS
PGC1a acetyl inh: PGC1a acetylation modulation, inhibitor mode; AID 651687; U2OS PGC1a acetylation, AlphaScreen anti-acetyl-lysine; with virally co-expressed GCN5 acetyltransferase; 350,000 compounds, 0.17% hits; inhibition, % at 15.6 µM;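 active means every replicate shows inhibition of at least 40%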;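 further: 0% = neutral control wells and 100% = positive control wells; some results beyond the cut were filed as inactive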
Cneo AK release: Cryptococcus neoformans lysis via adenylate kinase release | 360,000 compounds, 0.2% hits | AID 651654 | lysis activity, % at 15 µM | C. neoformans lysis, adenylate kinase release luminescence, 4 h; normalised: neutral wells 0, clomiphene wells 100;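 active means mean lysis activity across replicates of at least 80%, whatever share of replicates individually reach that level; inactive means mean lysis activity below 80%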
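Material – log-phase Cryptococcus neoformans yeast cells · Input – 5 × 10^6 yeast cells/mL · Medium – fresh YPD growth medium · Doses – single compound concentration per well · Timing – static 4 h at 37 °C with compound, 1 h detection · Detection – adenylate kinase release luminescence · Read-out – signal increase indicating cell lysis · Control set – Clomiphene as positive lysis control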
RAD54 branch: blocks human RAD54 Holliday junction branch migration | Q92698 | inhibition, % at 10.4 µM | 360,000 compounds, 0.14% hits | FAM/BHQ fluorescence;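 active means mean normalized replicate activity at least 40 and at least half of replicates scoring 40 or more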;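 further: 0% = median of neutral control wells and 100% = median of positive control wells; inhibitors cause a drop in the FAM fluorescence signal; in these data hits start at about 50%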
Numbers without * were called inactive; . = no result given; [ ] = remark or other dose.

SMILES	PglD inh	E-sel inducer	ERAP1 HTS inh	miR122 inh	RAD52 inh	PGC1a acetyl inh	Cneo AK release	RAD54 branch
COc1cccc(-c2c(NC(=O)c3ccco3)oc3ccccc3c2=O)c1	2	.	3	-5	3	-2	0	-12
N#C[C@H]1[C@@H](c2ccc(C#CC3(O)CCCC3)cc2)[C@@H](CO)N1C(=O)C1CCC1	7	-0.1	-1	.	4	-9	7	-2
Cc1ccccc1NC(=S)NC(NC(=O)c1ccccc1C)C(Cl)(Cl)Cl (configuration not stated)	6	2.1	.	23	.	-9	10	2
C[C@@H]1CCCCO[C@H](CN(C)C(=O)Cc2ccccc2)[C@H](C)CN([C@H](C)CO)C(=O)c2cc(N(C)C)ccc2O1	-1	-0.2	1	-10[16.7 µM]	8	2	1	-4
CC(C)C12CCC(C(=O)O)C(C1)C(=O)O2 (configuration not stated)	-8	.	.	3	.	4	-2	2
CC(=O)N1c2ccc(S(=O)(=O)N3CCC(C(=O)NC(C)c4ccccc4)CC3)cc2CC1C (configuration not stated)	.	-0.2	-3	-4	-5	0	1	0
CCC(=O)N[C@@H]1CC[C@H](CC(=O)OC)O[C@@H]1CO	-5	-0.2	0	2[16.7 µM]	-10	-1	-4	-1
Cc1ccc(S(=O)(=O)N(C)C[C@H]2Oc3c(NC(=O)Nc4c(C)noc4C)cccc3C(=O)N([C@@H](C)CO)C[C@H]2C)cc1	3	0.0	-3	3[16.7 µM]	4	-1	-3	1
CC1CCCC(NC(=O)c2ccc(CNc3c(N4CCCC4)c(=O)c3=O)cc2)C1C (configuration not stated)	3	0.2	7	5	4	-6	2	10
Cc1cc(NC(=O)CCC(=O)N(CC(=O)NCC2CCCO2)c2cccc(F)c2)no1 (configuration not stated)	2	.	-5	-5	-18	4	2	7
O=C(C[C@@H]1CC[C@@H]2[C@H](COC[C@H](O)CN2C(=O)Nc2cc(Cl)cc(Cl)c2)O1)N1CCOCC1	-4	0.2	.	-4[16.7 µM]	.	3	-3	-1
CNc1ncc(C(=O)c2ccc(Br)cc2)s1	-3	-1.5	0	-11	-7	-4	-4	-5
COc1cccc(C(=O)Nc2nnc(CCS(=O)(=O)c3ccc(C)cc3)s2)c1	0	.	2	-2	-7	.	1	-5
Cc1cc(NC(=O)NC(C(F)(F)F)C(F)(F)F)no1	-2	0.8	-3	-6	3	-2	-2	0
C[C@H](CO)N1C[C@H](C)[C@@H](CN(C)C(=O)c2ccccc2F)Oc2ncc(C#CC(C)(C)O)cc2C1=O	-2	-0.5	1	-1[16.7 µM]	8	0	2	-5
Cc1ccc(NC(=O)CSc2n[nH]c(-c3ccco3)n2)c(C)c1	.	0.4	-2	.	2	7	.	.
COc1ccc(-c2cnc3c(NC=O)cc(-c4cccc(NS(C)(=O)=O)c4)cn23)cc1OC	0	0.0	0	-7	-10	-29	0	0
Cc1cn(Cc2ccccc2)c(=O)[nH]c1=O	6	.	.	.	.	-1	-2	-4
COC(=O)Cc1ccc(NC(=S)NCc2ccc(F)cc2)cc1	-1	12	-1	33	-2	.	1	7
Cc1cc(CNC[C@H]2O[C@@H](n3ccc(N)nc3=O)[C@H](O)[C@@H]2O)no1	0	-1.2	5	-4	-13	-10	-2	-13
CO[C@@H]1CN(C)C(=O)c2ccc(NC(=O)C3CC3)cc2OC[C@@H](C)N(Cc2ccncc2)C[C@@H]1C	0	0.0	-4	.	17	.	46	-12
O=c1[nH]c(Cc2cccs2)nc2scc(-c3ccc(Cl)cc3)c12	-8	.	1	-1	-10	1	2	-10
O=C(c1cccc(NS(=O)(=O)c2cccc(F)c2)c1)N1CCCC1	2	0.0	3	2	-11	1	0	3
CO[C@@H](C(=O)N(C)C[C@@H]1OCc2ccccc2-c2ccccc2C(=O)N([C@H](C)CO)C[C@H]1C)c1ccccc1	-1	1.8	1	.	-1	-9	-1	1
Nc1ccc(Cl)c(-c2nc3ncccc3o2)c1	0	.	.	-5	.	-5	-2	-4
COc1ccc(-c2ccc([C@@H]3[C@@H](C#N)N(C(=O)C4CCC4)[C@H]3CO)cc2)cc1	5	-0.4	-1	.	-18	-2	-1	-6
CC(=O)c1ccc(NS(=O)(=O)c2cc(-c3cnc(C4CC4)o3)ccc2C)cc1	3	0.2	0	22	-2	8	-2	-3
C[C@@H]1CN([C@@H](C)CO)C(=O)c2cc(-c3ccc(F)cc3)cnc2O[C@@H]1CN(C)C(=O)c1ccccn1	42	0.7	0	-4[16.7 µM]	1	6	-3	-8
CN1[C@H](C(=O)NCCc2ccccc2)[C@@H](CO)[C@@H]2Cn3c(ccc(-c4ccncc4)c3=O)[C@@H]21	-2	-0.3	-1	-10[16.7 µM]	-16	.	-5	0
Cc1ccc(S(=O)(=O)n2cnc(C)c2)cc1	4	.	-5	-1	-14	-7	-3	6
COc1cccc(CC(=O)OCC(=O)NC2(C#N)CCCC2)c1	-3	.	1	-5	-10	7	1	7
O=C(CNC(=O)c1ccc(Cl)cc1)OCC(=O)c1ccccc1	-1	0.0	-1	-9	-5	.	0	-2
CCCc1cc(C(=O)N2CCN(C(c3ccccc3)c3ccccc3)CC2)no1	-4	4.3	8	-6	-6	0	1	3
CC(CC(=O)N1CCN(S(=O)(=O)c2ccc(Cl)cc2)CC1)n1cncn1 (configuration not stated)	-5	.	-3	-3	-5	.	-2	-1
CC(C)C(=O)Nc1ccc(Oc2ccc3c(c2)C(=O)NC3=O)cc1	-2	.	-2	6	1	2	2	6
CC1(C)OCC(COC(=O)Nc2cccnc2)([N+](=O)[O-])CO1	-5	2.5	-3	-6	-7	.	-1	4
CCCC#Cc1ccc2c(c1)O[C@@H](CN(C)C(=O)Nc1ccc(OC)cc1)[C@H](C)CN([C@H](C)CO)S2(=O)=O	-2	.	-1	14[16.7 µM]	9	-11	-1	-3
O=c1c2cc(N3CCOCC3)ccc2[nH]c(=S)n1Cc1ccco1	1	.	.	14	.	.	-1	-3
N#CCCN(Cc1cccnc1)C(=O)c1ccc(S(=O)(=O)N2CCOCC2)cc1	2	.	.	-6	.	3	5	-1
Cc1nn(-c2ccccc2)c(Cl)c1/C=N\NC(=O)c1cncc(Br)c1	0	.	.	-7	.	1	2	0
C[C@@H]1CN([C@H](C)CO)C(=O)CCCn2cc(nn2)CO[C@H]1CN(C)Cc1ccc(Oc2ccccc2)cc1	1	0.3	2	-5[16.7 µM]	-2	3	20	-5
O=C(CCN1C(=O)COc2ccccc21)NCCN1CCN(c2cccc(Cl)c2)CC1	-1	.	.	-6	.	7	4	1
O=C(NCCc1ccc(Cl)cc1)c1ccc(OCC2CCCO2)cc1 (configuration not stated)	1	.	-1	-3	-16	1	28	4
CNC[C@H]1Oc2c(NC(=O)Nc3cccc4ccccc34)cccc2C(=O)N([C@H](C)CO)C[C@H]1C	0	.	1	-10[16.7 µM]	-21	3	-4	-8
COc1cccc(C(=O)Nc2ccc3[nH]ncc3c2)c1OC	4	.	-2	.	-4	.	-2	3
Nc1cc(N)cc(C(=O)Nc2ccc3c(c2)C(=O)NC3=O)c1	7	1.1	1	-7	-3	.	-3	-3
O=C(NCc1cccc(Cl)c1)c1ccc2ccccc2n1	-2	-0.2	-2	0	2	-11	-2	-6
O=C(CSc1ccc2ccccc2n1)NCCC1=CCCCC1	-7	0.5	.	6	.	-7	2	-18
O=C(CSc1nnc(-c2ccco2)n1-c1ccccc1)N1CCN(C(=O)c2ccco2)CC1	-1	.	.	-8	.	-2	0	5
CCn1ccc(C(=O)Oc2ccc(C(C)C)cc2)n1	-7	.	7	-3	-13	-6	4	5

Remaining list, next part:
SMILES	PglD inh	E-sel inducer	ERAP1 HTS inh	miR122 inh	RAD52 inh	PGC1a acetyl inh	Cneo AK release	RAD54 branch
Cn1ccc(NC(=O)c2ccc(Cl)cc2Cl)n1	2	.	0	.	-7	.	-4	9
COc1cc(/C=N/NC(=O)C(N)=O)cc(OC)c1O	.	-0.1	0	-9	-9	15	-3	1
Cc1noc(C)c1S(=O)(=O)Nc1ccc(C(=O)O)cc1	1	.	.	0	.	2	14	-19
CCOC(=O)CNC(=O)CSc1nc(Cc2cccs2)nc2ccccc12	8	.	-5	-1	-21	-16	1	-4
COc1ccc(C2C(C(=O)N3CCCCC3)c3ccccc3C(=O)N2C)cc1 (configuration not stated)	2	.	.	3	.	0	-4	3
Cc1ccc(Nc2cc(C)nn2-c2nc(C)cc(=O)[nH]2)cc1	3	.	.	-24	.	19	-1	2
CCC(CO)Oc1cc(NCc2ccccc2O)c2ncn(C(C)C)c2c1 (configuration not stated)	-4	0.2	-5	-6	-9	-12	2	-7
CCc1c(C)nc(N)n2c(SCC(=O)N3CCCC(C)C3)nnc12 (configuration not stated)	4	.	.	.	.	8	6	-1
CCOC(=O)Cn1c(=O)c(-c2ccccc2NCc2ccccc2)nc2ccccc21	7	.	.	-13	.	-2	0	14
CN(CC(=O)NCc1ccco1)CC(=O)Nc1ccc(F)c(F)c1F	-1	-0.1	1	-2	-13	-8	2	-12

Fetched by compound from the entries so far, 5 records:
SMILES	PglD inh	E-sel inducer	ERAP1 HTS inh	miR122 inh	RAD52 inh	PGC1a acetyl inh	Cneo AK release	RAD54 branch
CCc1c(C)nc(N)n2c(SCC(=O)N3CCCC(C)C3)nnc12 (configuration not stated)	4	.	.	.	.	8	6	-1
CC(=O)N1c2ccc(S(=O)(=O)N3CCC(C(=O)NC(C)c4ccccc4)CC3)cc2CC1C (configuration not stated)	.	-0.2	-3	-4	-5	0	1	0
CCOC(=O)Cn1c(=O)c(-c2ccccc2NCc2ccccc2)nc2ccccc21	7	.	.	-13	.	-2	0	14
Cc1cc(NC(=O)CCC(=O)N(CC(=O)NCC2CCCO2)c2cccc(F)c2)no1 (configuration not stated)	2	.	-5	-5	-18	4	2	7
CC1(C)OCC(COC(=O)Nc2cccnc2)([N+](=O)[O-])CO1	-5	2.5	-3	-6	-7	.	-1	4

(listing goes on)
SMILES	PglD inh	E-sel inducer	ERAP1 HTS inh	miR122 inh	RAD52 inh	PGC1a acetyl inh	Cneo AK release	RAD54 branch
COC(=O)c1[nH]c(C)c(/C(O)=C2\C(=O)C(=O)N(CCN(C)C)C2c2cccs2)c1C (configuration not stated)	6	.	.	0	.	1	-2	-27
CCN1C(=O)c2ccccc2Sc2ccc(C(=O)NCCN3CCOCC3)cc21	2	-0.1	-4	2	-4	-11	0	3
O=C(CCC(=O)N1CCOCC1)NCc1cccc(C(F)(F)F)c1	-5	.	-1	2	-6	17	0	-13
O=C(Nc1ccccc1F)N[C@H]1CC[C@@H](CC(=O)N2CCCCC2)O[C@H]1CO	2	-0.4	-5	.	-3	1	61	-1
COC(=O)c1[nH]c2ccc(C)cc2c1NC(=O)C1=COCCO1	5	.	.	12	.	-12	-2	0
CCN(CC)C(=O)c1ccc(-c2nnc(Nc3ccc(C(=O)NC)cc3)c3ccccc23)cc1	-4	.	4	4	4	-3	-3	13
CC(C)CC(N)c1cn([C@@H](CCC(=O)O)C(=O)N2CCNCC2)nn1 (some centres not stated)	-7	0.1	0	-3	-8	-3	20	3
COC(=O)c1ccccc1NC(=O)CCCOc1cc(=O)n(C)c2ccccc12	1	4.1	.	-6	1	-14	-1	-1
Cn1cccc1/C=C1\SC(=Nc2ccccc2)NC1=O	-5	-2.5	5	-7	-10	-7	2	16
COc1cccc(C(c2ccccc2)N2C3CCC2CN(S(=O)(=O)c2ccc(F)cc2)CC3)c1 (configuration not stated)	-9	1.0	-7	0	-18	-11	3	5
O=C(CCN1C(=O)C2C3CCC(C3)C2C1=O)OCC(=O)c1ccc(Br)cc1 (configuration not stated)	-5	.	1	2	-8	.	0	-2
CCCNC(=O)C[C@H]1C[C@@H]2c3cc(NS(=O)(=O)c4ccc(OC)cc4)ccc3O[C@@H]2[C@H](CO)O1	-1	-0.3	.	0[16.7 µM]	.	-2	-4	-4
